# FBW7 activator: activators of human E3 ligase FBW7 | AlphaScreen FBW7–phospho-cyclin E peptide binding, activator screen | normalized activity (activation), % at 26.1 µM | 650,000 tested, 0.13% active; in the data active = normalized activity above about 1.9%;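 note: purified mutant Fbw7 with reduced substrate affinity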
# MITF primary: human MITF inhibition, primary screen; inhibition, % at 2.6 µM; AID 1259374; 650,000 tested, 0.91% active; AlphaScreen MITF homodimerization, bead proximity signal; O75030; in the data active = inhibition above about 50%;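 note: 0% = vehicle wells with protein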
# Target sequence (O75030 whole entry, looked up): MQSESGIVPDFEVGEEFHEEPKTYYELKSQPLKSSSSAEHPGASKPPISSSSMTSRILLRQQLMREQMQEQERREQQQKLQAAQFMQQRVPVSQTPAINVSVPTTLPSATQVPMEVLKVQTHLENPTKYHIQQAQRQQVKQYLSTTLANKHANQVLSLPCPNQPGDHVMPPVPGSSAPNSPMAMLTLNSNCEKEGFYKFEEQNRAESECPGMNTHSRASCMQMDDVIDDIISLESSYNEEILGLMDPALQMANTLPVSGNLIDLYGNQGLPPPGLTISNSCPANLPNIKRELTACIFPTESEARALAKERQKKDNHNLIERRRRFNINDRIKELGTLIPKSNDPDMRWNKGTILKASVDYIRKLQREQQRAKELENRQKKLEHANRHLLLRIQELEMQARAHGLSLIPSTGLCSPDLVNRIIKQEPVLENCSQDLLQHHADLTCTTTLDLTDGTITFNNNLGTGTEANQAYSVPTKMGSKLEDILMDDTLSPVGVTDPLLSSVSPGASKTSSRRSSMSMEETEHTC
# TEAD-YAP inh: TEAD-YAP interaction inhibition; HEK-TIYL cells, TEAD-Gal4/YAP UAS-luciferase luminescence; inhibition, % at 9.12 µM; 640,000 tested, 1.4% active; in the data active = inhibition above about 32%;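 note: 0% = median of test compound wells and 100% = reference inhibitor wells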
# GPR151 ag: activators of human GPR151 | 650,000 tested, 1% active | AID 1508602 | Q8TDV0 | PathHunter beta-arrestin GPR151 cells, luminescence | activation, % at 11.2 µM; in the data active = activation above about 4.9%;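 note: 0% = median of compound wells and 100% = cells with positive control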
# Target sequence (Q8TDV0 whole entry, looked up): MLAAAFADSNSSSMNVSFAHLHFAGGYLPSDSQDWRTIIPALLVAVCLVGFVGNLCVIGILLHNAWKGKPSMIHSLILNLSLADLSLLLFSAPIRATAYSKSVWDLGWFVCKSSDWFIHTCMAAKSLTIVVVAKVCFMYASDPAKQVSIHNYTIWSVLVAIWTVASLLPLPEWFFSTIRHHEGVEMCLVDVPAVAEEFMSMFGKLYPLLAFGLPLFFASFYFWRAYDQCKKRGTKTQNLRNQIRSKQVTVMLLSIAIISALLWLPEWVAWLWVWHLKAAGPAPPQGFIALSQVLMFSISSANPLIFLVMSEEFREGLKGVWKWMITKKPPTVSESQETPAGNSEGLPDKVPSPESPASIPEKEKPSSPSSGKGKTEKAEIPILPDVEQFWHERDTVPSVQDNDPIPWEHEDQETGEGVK
# An asterisk follows results filed as active; & = joins results of further samples.
# Start of the data: the first 2 records, to show the layout:
# Each structure is followed by: FBW7 activator	MITF primary	TEAD-YAP inh	GPR151 ag
COc1ccc(C(=O)Nc2c3c(nn2-c2cccc(Cl)c2)CSC3)cc1OC
  0.1	-8	8	0.2
COc1ccc(NC(=S)NC(=O)C23CC4CC(CC(C4)C2)C3)cc1
  -0.1	-3	-4	-0.4

# The listing, from the first entry:
# Each structure is followed by: FBW7 activator	MITF primary	TEAD-YAP inh	GPR151 ag
COc1ccc(C(=O)Nc2c3c(nn2-c2cccc(Cl)c2)CSC3)cc1OC
  0.1	-8	8	0.2
COc1ccc(NC(=S)NC(=O)C23CC4CC(CC(C4)C2)C3)cc1
  -0.1	-3	-4	-0.4
CC(C)N1CCC(N2CCN(Cc3ccccc3C(F)(F)F)CC2CCO)CC1 (stereo not drawn)
  0.1	-13	-3	0.5
COC(CNC(=O)c1cc2c(s1)CSC2)OC
  -0.1	3	-4	-1.6
O=C1N=c2ccccc2=C1c1sc(Nc2ccc(F)cc2)nc1O
  -0.1	-3	-7	1.6
O=C1NC(=O)C(=CN2CCC(Cc3ccccc3)CC2)C(=O)N1
  -0.4	6	1	0.7
COc1cccc(C(c2sc3ncnn3c2O)N2CCN(C)CC2)c1 (stereo not drawn)
  0.4	1	16	-1.2
CC1(C)CC(=O)C2=C(C1)Nc1cc(C(=O)c3ccccc3)ccc1NC2c1ccc(Cl)cc1 (stereo not drawn)
  0.2	15	5	1.1
COCCNc1ccc2ncc(-c3ccc(Cl)cc3)n2n1
  -0.6	-17	-10	-0.7
O=C(OCC(F)(F)C(F)F)C1CC=CCC1C(=O)n1nnc2ccccc21 (stereo not drawn)
  0.7	20	-6	-0.2
O=C(COc1ccc2ccccc2c1)Nc1ccc(I)c(C(=O)O)c1
  0.2	9	-19	1.0
COC(CNC(=S)Nc1cccc(C(F)(F)F)c1)OC
  -0.1	-5	5	0.8
O=C(CCC(=O)n1ncc2ccccc21)NC1CCCCCC1
  0.1	4	-1	-0.7
COc1cccc(C2=CC(c3cccc(OC)c3OC)n3ncnc3N2)c1 (stereo not drawn)
  0.2	6	9	-0.5
Cc1cc(C(=O)CN(C)S(=O)(=O)c2cccc(Cl)c2)c(C)n1C
  0.2	4	-11	-1.8
Fc1cc(Br)ccc1N=Cc1ccncc1
  0.1	2	3	0.7
O=C(NCCc1ccc(O)cc1)c1csc(-c2ccc(N3CCOCC3)nc2)n1
  0.2	17	8	3.5
COc1ccc(C(=O)Nc2ccccc2C(=O)Nc2nc3ccccc3n2C)cc1
  0.2	-5	94*	-1.9
CC1=NN(c2ccccc2)C(=O)/C1=C\c1cc([N+](=O)[O-])ccc1N(C)C
  -0.5	1	-3	-0.1
CCOC(=O)c1cnc2ccc(Cl)cc2c1Nc1ccc(OC)c(OC)c1
  0.6	16	-1	-0.6
O=C(NCCc1ccccc1)C1CCCN(C2CCN(Cc3ccccc3)CC2)C1 (stereo not drawn)
  0.0	39	0	0.9
COc1cc(/C=C(\C#N)c2nc3ccc(C)cc3[nH]2)ccc1OC(=O)c1cc(F)c(F)cc1Cl
  -0.1	4	2	-1.2
O=C(O)c1ccc(NC(=O)C(Cl)Cl)cc1
  0.1	1	3	1.0
CCCOCC1OC2OC3(CCCCC3)OC2C2OC3(CCCCC3)OC12 (stereo not drawn)
  0.0	9	-1	-0.1
CCN(CC)c1ccc(/C=N/NC(=O)CNC(=O)c2ccccc2OC)cc1
  1.8	0	5	-0.8
CCCCc1nc(Cl)c(CO)n1Cc1ccc(-c2ccccc2-c2nnn[nH]2)cc1
  -0.2&0.1	-5&-8	8&-1	1.3&1.2
Cc1ccc(Nc2nnc(-c3ccc(C)c(S(=O)(=O)N4CCOCC4)c3)c3ccccc23)c(C)c1
  0.1	16	-16	0.4
O=[N+]([O-])c1ccc(F)c(NC2=NCCCCC2)c1
  0.0	-10	4	2.1
CCCC1C2CN(C(C)=O)CC=C2C(C#N)=C(N)C1(C#N)C#N (stereo not drawn)
  0.8	10	-2	0.0
CN1[C@@H](C(=O)NC2CCCCC2)C[C@@H](c2ccco2)NS1(=O)=O
  -0.2	-7	-3	3.1

# Quoted at random: four compounds from above, in no set order.
# Each structure is followed by: FBW7 activator	MITF primary	TEAD-YAP inh	GPR151 ag
O=C(COc1ccc2ccccc2c1)Nc1ccc(I)c(C(=O)O)c1
  0.2	9	-19	1.0
O=C(NCCc1ccccc1)C1CCCN(C2CCN(Cc3ccccc3)CC2)C1 (stereo not drawn)
  0.0	39	0	0.9
COCCNc1ccc2ncc(-c3ccc(Cl)cc3)n2n1
  -0.6	-17	-10	-0.7
CCCC1C2CN(C(C)=O)CC=C2C(C#N)=C(N)C1(C#N)C#N (stereo not drawn)
  0.8	10	-2	0.0

# Following part:
# Each structure is followed by: FBW7 activator	MITF primary	TEAD-YAP inh	GPR151 ag
COc1ccc(C(=O)NNC(=O)c2ccccc2F)cc1
  0.0	-6	-21	-1.4
Cc1ccc(S(=O)(=O)N(CCCN(C)C)Cc2ccc3c(c2)OCO3)cc1
  0.7	2	0	0.8
O=c1c2ccccc2nc(SCc2c(F)cccc2F)n1CCC1=CCCCC1
  0.2	-8	-8	-0.4
COc1ccc(C(=O)Oc2ccc(Br)cc2C=O)cc1OC
  0.1	7	0	1.8
COc1cc(N/C=C(/C#N)c2nc(-c3ccc(F)cc3)cs2)c(OC)cc1Cl
  0.0	1	4	0.8
COC(=O)C1=C(O)/C(=C/c2cccnc2)SC1=Nc1ccccc1
  0.8	6	5	-1.2
O=C(Nc1nc(-c2ccc3c(c2)CCN3C(=O)C2CCCCC2)cs1)c1cnccn1
  0.1	-6	-3	1.5
COCCCNc1ncnc2c1cnn2-c1ccc(OC)cc1
  0.0	9	-50	0.6
Cc1cc(NC(=O)CSc2nc3[nH]ncc3c(=O)n2-c2ccc(Cl)c(C)c2)n[nH]1
  -0.1	5	11	0.6
CSc1nc(N)nc(SCC(=O)C(C)(C)C)c1C#N
  -0.1	-7	-32	0.9
O=C1C(=O)N(CCCn2ccnc2)C(c2ccccc2F)/C1=C(/O)c1ccc(Br)cc1 (stereo not drawn)
  -0.1	-2	2	-1.5
c1ccc(CN2CCC(NCc3ccc(-n4ccnc4)cc3)CC2)cc1
  0.1	51*	3	2.6
Cc1ccc(OCc2nn3c(Cn4cnc5ccccc54)nnc3s2)cc1
  0.0	13	32*	2.9
CCOC(=O)c1cnc2ccc(Br)cc2c1Nc1ccc(O)cc1
  0.1	6	-3	1.4
COCCNC(=O)CC(=O)N/N=C/c1ccc(F)cc1
  -0.1	5	0	-0.3
COc1ccccc1N1CCN(C2CCCN(C(=O)c3c(C)cc(C)[nH]c3=O)C2)CC1 (stereo not drawn)
  0.2	10	-1	-0.3
Cc1cc(NC(=O)C(=O)NCCCN2CCOCC2)ccc1Br
  0.1	5	-1	1.1
COC(=O)c1ccc2c(=O)n(Cc3ccco3)c(=S)[nH]c2c1
  0.5	17	1	0.2
Cc1cc2nc(-c3cccc(NC(=O)c4ccc(Cl)cc4Cl)c3)oc2cc1C
  0.1	0	0	-0.2
CC(C)c1nc(CN2CCCCC2)cc(=O)[nH]1
  -0.1	-21	0	4.3
O=C(Nc1nc(-c2cccc([N+](=O)[O-])c2)cs1)c1cc2cc(Br)ccc2oc1=O
  0.2	-1	-3	0.8
CCc1ccc(N2C(=O)NC(=O)/C(=C/c3ccc([N+](=O)[O-])o3)C2=O)cc1
  -0.3	35	5	-1.0
COc1ccc(F)c(CN2CCN(C3CCN(C(C)C)CC3)C(CCO)C2)c1 (stereo not drawn)
  -0.1	-2	4	-0.5
Cc1c2cnn(CC(=O)NC3CCCCCC3)c(=O)c2c(C)n1Cc1ccccc1
  -0.1	7	14	1.2
O=C1OCC(CO)(CO)N=C1NNc1ccc(I)cc1
  -0.1	16	-12	-0.1
Cc1cc2ccccc2n1CCNC(=O)c1cccc([N+](=O)[O-])c1
  0.0	2	1	1.1
O=C(O)c1ccc2c(c1)N(Cc1ccc(F)cc1)C(=O)CS2
  0.0	4	0	-1.0
NC(=O)COc1ccc(-c2noc(COc3ccc(F)cc3)n2)cc1
  0.1	19	-25	-0.7
O=C(O)c1cn2c3c(cccc3c1=O)CC2
  -0.2	12	2	0.5
CC1(C)CC(NCc2ccc(F)cc2)CC(C)(C)N1
  0.9	15	10	2.3
CCOc1ccc2[nH]c3nc(SCC(=O)N4CCCCC4)nnc3c2c1
  0.1	16	5	0.0
CC(=O)Nc1cccc(N2C(=O)c3ccc(C(=O)O)cc3C2=O)c1
  0.6	19	3	0.7
O=C(NCCc1ccccc1)[C@@H]1C=CCN1C(=O)c1ccc(F)cc1F
  0.3	-1	3	-0.6
COc1ccccc1NC(=O)c1oc2cccnc2c1NC(=O)COc1ccc(C)cc1
  0.0	-3	-9	0.0
CCC(C)NC(=O)CN(c1ccc2c(c1)OCO2)S(=O)(=O)c1c(C)noc1C (stereo not drawn)
  0.2	3	5	-0.3
Cc1cccc2c(C(=O)OCC(=O)c3ccc(Br)cc3)cc(-c3ccccc3)nc12
  0.1	11	12	-0.2
COC(=O)N/N=C/C1=CCC2CC1C2(C)C (stereo not drawn)
  0.1	10	-4	0.9
COc1ccc(N/N=C2/CCCCC2=O)cc1
  0.2	-1	-5	-1.4
C=CCNC(=O)c1cc(S(=O)(=O)N2CCc3ccccc32)ccc1F
  0.1	4	0	2.1
CC(C(=O)N1CCC(CO)(CCc2ccccc2)CC1)N1CCOCC1 (stereo not drawn)
  0.2	11	4	-0.9
CC1CCCCC1N=c1c([N+](=O)[O-])nn(-c2ccccc2)n1O (stereo not drawn)
  -0.3	23	13	1.6
Cc1ccc2nc(-c3ccc(NC(=O)c4ccc(C)c([N+](=O)[O-])c4)cc3)sc2c1
  0.5	8	-6	-0.2
COc1cccc(C2C=C(c3ccc(C)c(C)c3)Nc3ncnn32)c1OC (stereo not drawn)
  -0.1	-3	-6	-1.7
O=C(Cc1ccc(Br)cc1)NCC1CCCO1 (stereo not drawn)
  -0.1	0	0	1.4
CC(=O)Cn1c(=O)c2c(nc3n(-c4ccc(C)cc4)c(C)c(C)n23)n(C)c1=O
  -0.1	10	-8	-0.3
Cc1cc([N+](=O)[O-])nn1C(=O)c1ccccc1F
  -0.1	-6	2	0.0
FC(F)(F)c1cccc(NC2=NC(=S)N(c3cccc(Cl)c3)C23CCCCC3)c1
  0.1	-12	3	-1.4
Fc1cccc(Cl)c1Cc1nnc(-c2cccs2)o1
  0.3	0	0	-0.4
O=C(NCc1ccccn1)C(=O)Nc1ccc(F)cc1F
  0.1	12	-6	-0.1
COCCn1c(-c2ccco2)csc1=Nc1cccnc1
  -0.2	-10	-19	0.1
CC(C)c1ccc(S(=O)(=O)NC2CC(C)(C)NC(C)(C)C2)cc1
  -0.2	5	0	0.3
Cc1cc(C)cc(NC(=O)c2cc3nc(-c4ccc5c(c4)OCO5)cc(C(F)(F)F)n3n2)c1
  -0.2	2	-10	1.0
CCC1CCCCN1S(=O)(=O)c1ccc(C(=O)N2CCCC2)cc1 (stereo not drawn)
  -0.1	8	6	1.9
O=C(N/N=C\c1ccccc1O)c1cccc(Br)c1
  -0.6	13	-14	-0.6
Cc1ccc(/C=C(/C#N)c2ccc([N+](=O)[O-])cc2)o1
  -0.4	9	-16	-0.6
CCCN1C(=O)/C(=C/c2nc3ccccc3c(=O)n2-c2ccccc2[N+](=O)[O-])c2ccccc21
  -0.1	16	1	-0.3
O=C(COC(=O)C(Cc1c[nH]c2ccccc12)NC(=O)c1ccc(Br)cc1)c1ccc(Br)cc1 (stereo not drawn)
  -0.1	2	3	-0.8
CCc1ccc(OCc2nnc(SCC(=O)Nc3nc(C)cs3)o2)cc1
  0.2	-2	-3	0.7
CCCCN(CC)S(=O)(=O)c1ccc(C(=O)Nc2nnc(-c3ccc(OC)cc3)o2)cc1
  0.0	3	6	0.8
CCN(CC(=O)Nc1cc([N+](=O)[O-])ccc1OC)CC(=O)Nc1c(F)cccc1F
  0.0	13	-3	-0.1

# Next part.
# Each structure is followed by: FBW7 activator	MITF primary	TEAD-YAP inh	GPR151 ag
O=C1NC(=O)C(Cc2ccccc2Cl)(C2CCN(Cc3ccc4cccnc4c3)CC2)N1 (stereo not drawn)
  0.1	9	7	-1.9
COc1ccccc1C(=O)N1C2CCC1CC(O)(c1nccn1C)C2 (stereo not drawn)
  0.0	19	5	-0.7
O=C(ONC1=NCCCCC1)C(Cl)Cl
  0.6	0	3	0.7
COc1ccc2cc3c(N)c(C(=O)Nc4ccc(OC)c(OC)c4)sc3nc2c1
  0.1	8	-1	0.7
CCNC(=O)NC1(C(=O)Nc2ccc3c(c2)CCC3)CCCCC1
  0.2	7	-2	-1.6
CCOc1ccc(NC(=O)c2sc3nc4c(c(-c5ccc(C)o5)c3c2N)CCCC4)cc1
  0.2	12	1	-0.4
CCn1cnc2sc(C(=O)N3CCN(c4ccccc4OC)CC3)c(C)c2c1=O
  0.0	1	11	-0.1
CCCCCn1c(SCC(=O)CC(=O)OCC)nc2cc(C(=O)NCc3ccco3)ccc2c1=O
  -0.2	-1	1	-0.7
Cc1cc(Br)ccc1NC(=O)c1ccc2c(c1)C(=O)N(C(C)(C)C)C2=O
  -0.1	3	-4	0.7
N#CCSc1nc2cc(C(=O)NCc3ccccc3)ccc2c(=O)n1C1CCCCC1
  0.0	-9	9	-0.7
CCN(CC)C(=S)SCC(=O)n1c2c(c3ccccc31)CCCC2
  0.2	2	9	-0.4
C#CCn1c(=NC(=O)c2ccc([N+](=O)[O-])o2)sc2cc(NC(C)=O)ccc21
  0.0	7	19	-0.6
COc1c(OC)c2occc2c2oc(=O)ccc12
  0.1	0	0	-0.1
